Compound activity: PubChem, National Center for Advancing Translational Sciences (NCATS)
Sm TGR block: blocks Schistosoma mansoni thioredoxin glutathione reductase. 360,000 compounds, 3% hits. Potency, µM (doses to about 114 µM), without a hit: at the highest dose activity change, negative = inhibition, hits mostly inhibitors. purified TGR, DTNB reduction, TNB absorbance 405 nm. AID 485364. Q962Y6; also: potency is read from the fitted curve at half-maximal effect; nearly all actives have a fitted effect of over 60% in size
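TGR 20 nM + NADPH 100 uM (dispensed conc.), cpd preinc 15 min RT; start with NADPH (500 uM addition) then DTNB (15 mM addition). Kinetic TNB absorbance, 405 nm filter. Four-parameter Hill fit across titration.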
Giardia FBPA inh: Giardia lamblia aldolase inhibition. AID 2451. Potency, µM (top dose mostly 59.6 µM), without a hit: at the top dose activity, negative = inhibition, actives largely listed as inhibitors. 290,000 compounds, 0.71% hits. A8B2U2. purified Giardia FBPA; also: potency is read from the fitted curve at half-maximal effect; nearly all actives have a fitted effect of over 55% in size
Target sequence (A8B2U2 whole entry, looked up): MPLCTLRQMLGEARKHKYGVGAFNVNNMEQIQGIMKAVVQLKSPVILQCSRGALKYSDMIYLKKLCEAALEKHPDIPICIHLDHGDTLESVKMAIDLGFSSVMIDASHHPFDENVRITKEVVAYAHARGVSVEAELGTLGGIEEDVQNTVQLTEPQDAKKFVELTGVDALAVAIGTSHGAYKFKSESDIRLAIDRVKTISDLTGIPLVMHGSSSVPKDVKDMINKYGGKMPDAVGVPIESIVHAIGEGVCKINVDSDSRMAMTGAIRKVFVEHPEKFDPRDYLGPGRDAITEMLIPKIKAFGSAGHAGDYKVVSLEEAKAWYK
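40 nM FBPA preincubated 10 min at RT with compound (up to 57.5 uM final), then substrate plus GAPDH/TPI/NAD/arsenate coupling and diaphorase/resazurin added. Fluorescence read after 20 min at RT, 525/598 nm.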
AmpC inh detg: inhibitors of E. coli AmpC beta-lactamase with detergent. P00811. AmpC hydrolysis of nitrocefin, absorbance 480 nm, 0.01% Triton. Potency, µM (top dose mostly 114 µM), without a hit: at the highest dose activity change, negative = inhibition, most hits filed as inhibitors. 370,000 compounds, 0.041% hits. AID 485294;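 also: potency is read from the fitted curve at half-maximal effect; 0% = no-compound wells and -100% = no-enzyme wells; nearly all actives have a fitted effect of over 25% in size; some results filed as inactive show a strong effect at the top dose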
Target sequence (P00811 whole entry, looked up): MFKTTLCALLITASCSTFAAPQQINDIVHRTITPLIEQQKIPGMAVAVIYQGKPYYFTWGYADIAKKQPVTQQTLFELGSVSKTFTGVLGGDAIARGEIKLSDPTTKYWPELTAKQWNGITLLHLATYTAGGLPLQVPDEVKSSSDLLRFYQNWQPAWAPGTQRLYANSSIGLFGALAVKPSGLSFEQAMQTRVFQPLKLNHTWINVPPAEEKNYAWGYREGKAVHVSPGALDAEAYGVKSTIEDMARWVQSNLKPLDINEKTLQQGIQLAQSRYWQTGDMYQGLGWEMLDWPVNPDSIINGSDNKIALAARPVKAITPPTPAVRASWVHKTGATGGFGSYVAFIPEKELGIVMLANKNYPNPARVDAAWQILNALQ
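AmpC (5.3 nM in the dispensed reagent) in 20 mM phosphate pH 7.0 with 0.01% (detergent screen) or 0.0001% Triton X-100 was preincubated with compounds for 15 min at room temperature. Nitrocefin was then added from an 800 uM solution, and hydrolysis was followed at 480 nm.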
AmpC inh no detg: blocks E. coli AmpC beta-lactamase in detergent-free assay; P00811; AmpC nitrocefin hydrolysis, absorbance 480 nm, 0.0001% Triton; Potency, µM (doses to about 57.1 µM), for the others: at the highest dose activity change, negative = inhibition, most hits filed as inhibitors; 330,000 compounds, 0.52% hits; AID 485341;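 also: potency is read from the fitted curve at half-maximal effect; plate controls were no compound for no effect and no enzyme for full effect; nearly all actives have a fitted effect of over 20% in size; some results filed as inactive show a strong effect at the top dose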
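20 mM phosphate pH 7.0 + 0.01% (detergent screen) or 0.0001% Triton X-100; 5.3 nM AmpC reagent; cpd preinc 15 min RT; nitrocefin (800 uM stock) to start; A480 q20 s × 4 min; Activity was normalised to no-enzyme and no-compound control wells.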
HCMV inh: human cytomegalovirus inhibition; HFF cells, HCMV-luciferase reporter, 72 h; active compounds read low; activity change, negative = inhibition, % at 57.5 µM; 410,000 compounds, 4.5% hits; in the data active = activity change below about -60%; inconclusive = no clear call, values can overlap the other calls; inactive = above about -39%
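Human foreskin fibroblasts infected with luciferase-reporter HCMV at MOI 1 PFU/cell, compounds at two doses. Luciferase measured 72 h post infection; normalized to buffer-only basal and Salinomycin (10uM) controls.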
HCV inhibitor: blocks hepatitis C virus; Huh7.5.1 HCVcc-Cre infection, luciferase reporter, 44 h; AID 651820; 340,000 compounds, 3.4% hits; Potency, µM (doses to about 41.8 µM), for inactives: at the top dose activity change, negative = inhibition, most hits filed as inhibitors; also: potency is read from the fitted curve at half-maximal effect
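Reporter virus HCVcc-Cre (~0.5 moi) infects cells exposed to compound; seeding density 1,000 cells/well with 4 h settling beforehand. Luminescence, 15 sec read, taken 44 h post-infection following a 15 min RT substrate incubation.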
* hit, by the source's call; ? = inconclusive; . = no result given; & = joins results of further samples; [ ] = another dose, or the depositor's remark. Unless noted, calls follow the shape of the dose curve; as a rule, active = well fitted curve in the direction sought with a large enough effect; inconclusive = small, poorly fitted or top-dose-only effect, or another doubt; inactive = no such curve, though single readings can be large; an effect the other way counts as inactive or inconclusive. Unless noted, % is scaled to controls: 0 for no effect and ±100 for the full control effect. The order is random; 9.9% or so of the library scored in one or more.

SMILES | Sm TGR block | Giardia FBPA inh | AmpC inh detg | AmpC inh no detg | HCMV inh | HCV inhibitor
c1ccc2cc3[nH]c(CN4CCOCC4)nc3cc2c1 | -22% | 0% | -6% | -16% | 57 | 5%&8%
COc1ccc(C)cc1S(=O)(=O)NC1CCCC1 | 0% | 1% | -14% | -18% | -5 | 11%
Cc1cc(O)c2c(C)c(CC(=O)N3C[C@H]4C[C@@H](C3)c3cccc(=O)n3C4)c(=O)oc2c1 | -7% | 11% | ? | 8% | 18 | -8%
COC(=O)C1=C(c2ccc(Cl)c(C(F)(F)F)c2)C[C@@H]2CC[C@H]1N2C(=O)NCCOc1ccccc1Cl | -12% | . | 0% | 57% | . | 10µM*
C/C(=N\NC(=O)c1ccc(NS(=O)(=O)c2cccs2)cc1)c1ccc(Cl)cc1 | 0% | 4% | ? | ? | 22 | ?
O=C(Nc1nc2c(s1)CN(Cc1ccccc1)CC2)C1CCC1 | -32% | -8% | -13% | -14% | 83 | ?
CC(=O)NC(C1C(=O)CC(C)(C)CC1=O)(C(F)(F)F)C(F)(F)F | -2% | 0% | -9% | -7% | 29 | 15%
CC(=NCc1ccccc1)C1=C(O)COC1=O | -1% | 2% | -2% | -5% | -22 | 0%
CC1CCCN(C(=O)CN2CCN(C(=O)c3ccco3)CC2)C1 (configuration not stated) | ? | 1% | 3% | 5% | 10 | 1%
O=C(CN1C(=O)NC2(CCCCC2)C1=O)N1CCc2ccccc2C1 | 26% | 0% | 7% | -11% | -31 | 17%
COc1cc(/C=N/NC(=O)c2ccc3nc[nH]c3c2)ccc1O | -16% | 1% | 3% | -19% | 0 | 13%
O=C(C[C@H]1C/C=C\CCC(=O)O[C@@H](c2ccccc2)CNC1=O)NCCO | . | . | . | -11% | -10 | 14%
Cc1ccc(OCC(=O)Nc2ccc(OCc3cc(=O)n4ccsc4n3)cc2)cc1 | 8% | . | 6% | . | 7 | .
COc1ccc(Cl)cc1NC(=O)C/C(C)=N/NC(=O)c1ccc(O)cc1 | -3% | 3% | -14% | -3% | 13 | 26%
Cc1cc(C(=O)NCC(=O)Nc2c(C)cccc2C)c2ccccc2n1 | 1% | . | ? | -4% | 0 | 1%
Cc1ccc(-c2nnc3n2CCCCC3)cc1 | 7% | 2% | 0% | . | -29 | 7%
Cc1ccc([N+](=O)[O-])cc1S(=O)(=O)N1CCn2cccc2C1c1ccc(F)c(F)c1 (configuration not stated) | -10% | . | 4% | . | -19 | .
CC(C)C(=O)N1CCN(c2ccccc2NC(=O)c2cccc3ccccc23)CC1 | 5% | 8% | -1% | 81%[activator] | -65* | ?
Cc1c(-c2ccc(Cl)cc2)c(=O)oc2ccc(OC(=O)N3CCOCC3)cc12 | 9% | . | 1% | . | ? | .
O=c1cc(N2CCc3ccccc3C2)[nH]c(=O)n1-c1ccccc1Cl | -4% | -6% | -1% | 10µM* | -15 | -25%
CC(=O)c1ccccc1Oc1ncnc(N)c1[N+](=O)[O-] | -19% | 0% | -9% | -20% | 4 | 17%
COc1ccc(C(CC(=O)NCCN2CCOCC2)NS(=O)(=O)c2ccc(C)cc2)cc1 (configuration not stated) | 8% | 2% | -16% | -4% | -30 | 22%
O=C(NCc1ccc2c(c1)OCO2)c1c(-c2ccsc2)sc2ccccc12 | . | . | . | -34% | -39 | 6%
CN(C(=O)c1cccc(C#N)c1)c1nnc(C2CCOC2)s1 (configuration not stated) | 3% | 2% | ? | -10% | 11 | 10%
Cc1onc(-c2ccccc2)c1C(=O)N1CCN(S(=O)(=O)c2ccc3c(c2)OCCO3)CC1 | -4% | 7% | -13% | 75%[activator] | 4 | ?
CCOC(=O)N1CCC(N(CCN(C)C)C(=S)Nc2cccc(OC)c2)CC1 | -7% | -6% | -6% | 27% | 0 | -3%
COc1ccc(O)c(C(=O)c2cc(C#N)c(=O)n(-c3c(C)n(C)n(-c4ccccc4)c3=O)c2)c1 | -24% | -16% | 0% | -9% | -9 | 16%
COc1ccc(C(=O)N2N=C(c3ccccc3)CC2(O)C(F)(F)F)cc1 (configuration not stated) | -3% | -5% | 9% | -11% | -3 | -4%
Cc1cccc(C)c1NC(=O)C[N+](C)(C)CC(O)COc1cccc2ccccc12 (configuration not stated) | . | -1% | -13% | 117%[activator] | 11 | 18%
CCC(C)NS(=O)(=O)c1ccc(OCC(=O)Nc2ccc3c(c2)OCO3)cc1 (configuration not stated) | -5% | 1% | -8% | -16% | -1 | ?
CN(C(=O)CCc1nnc(Cc2ccc(-c3ccccc3)cc2)o1)C1CCOCC1 | -2%[57.1 µM] | -4% | 4% | 177%[activator] | -14 | 2%
CC(=O)NS(=O)(=O)c1ccc(NC(=S)NC(=O)C(C)(C)C)cc1 | -18% | . | -14% | -5% | 7 | 9%
CCOC(=O)CSc1nnc(CNC(=O)c2cccs2)n1-c1cccc(C)c1 | 6% | 5% | -3% | 7% | -1 | -8%
CC(C)(C)C1COc2ccccc2N1C(=O)c1cccc(Cl)c1 (configuration not stated) | 10% | 5% | -19% | -13% | ? | ?
Cn1c(SCc2cccc(F)c2)nnc1-c1ccncc1 | -8% | 3% | 3% | -5% | ? | 15%
CNC(=O)CN(c1cc([N+](=O)[O-])ccc1OC)S(C)(=O)=O | -5% | 15% | -8% | -8% | -23 | -13%
Cc1ccc(S(=O)(=O)N2CCN(CC(=O)N/N=C/c3ccc(C)o3)CC2)cc1 | -29% | 6% | ? | 17% | -15 | 16%
CC1(C)S[C@@H]2[C@H](NC(=O)[C@H](N)c3ccccc3)C(=O)N2[C@H]1C(=O)OC1OC(=O)c2ccccc21 (some centres not stated) | -13% | . | 63µM* | 0.22µM* | 34 | 3%
COc1ccc2cc(CN(CC3COCCO3)S(=O)(=O)c3ccc(Cl)cc3)c(=O)[nH]c2c1 (configuration not stated) | -23% | -15% | 1% | 12% | ? | 7%
COC(=O)C1=C(C)NC(C)=C(C(=O)OC)C1c1ccc(-c2cccc([N+](=O)[O-])c2)o1 | 40µM* | -8% | -7% | -47% | 70 | ?
O=C(Nc1ccc([N+](=O)[O-])cc1Cl)c1cc(Cl)ccc1O | -3% | -6% | ? | -22% | -98* | 1.3µM*
O=C(NCc1ccccn1)C1CCN(S(=O)(=O)c2ccccc2F)CC1 | -4% | . | 1% | -9% | -7 | 1%
CC1CCN(c2c(NCc3ccc(C(=O)NCCc4ccc(Cl)cc4)cc3)c(=O)c2=O)CC1 | -1% | 9% | 0% | -25% | ? | -3%
CCOc1ccc(S(=O)(=O)N2CCC(C(=O)OC(C)C(=O)NC3CCCCC3C)CC2)cc1 (configuration not stated) | 4% | . | 3% | 169%[activator] | 0 | 2%
Nn1c(SCC(=O)NCCc2ccc(F)cc2)nnc1C1CCCCC1 | -1% | . | ? | -31% | -10 | -7%
Cc1cc(C)c(S(=O)(=O)NCc2cn3c(C)csc3n2)c(C)c1 | 8% | 3% | -10% | -34% | -30 | 7%
Cc1oc2c(CN3CCCC3)c(O)ccc2c(=O)c1-c1ccc(Cl)cc1 | 0% | 4% | -3% | -30% | -13 | -3%
CCOc1ccc(NS(=O)(=O)c2ccc(Cl)c(C(=O)N(C)Cc3cccnc3)c2)cc1 | 7% | . | -2% | -5% | -5 | -4%

An excerpt of these results, as a markdown table:
| Structure | Sm TGR block | Giardia FBPA inh | AmpC inh detg | AmpC inh no detg | HCMV inh | HCV inhibitor |
| --- | --- | --- | --- | --- | --- | --- |
| CCOc1ccc(S(=O)(=O)N2CCC(C(=O)OC(C)C(=O)NC3CCCCC3C)CC2)cc1 (configuration not stated) | 4% | . | 3% | 169%[activator] | 0 | 2% |
| O=C(NCc1ccccn1)C1CCN(S(=O)(=O)c2ccccc2F)CC1 | -4% | . | 1% | -9% | -7 | 1% |
| CCOc1ccc(NS(=O)(=O)c2ccc(Cl)c(C(=O)N(C)Cc3cccnc3)c2)cc1 | 7% | . | -2% | -5% | -5 | -4% |
| Cc1oc2c(CN3CCCC3)c(O)ccc2c(=O)c1-c1ccc(Cl)cc1 | 0% | 4% | -3% | -30% | -13 | -3% |
| COC(=O)C1=C(C)NC(C)=C(C(=O)OC)C1c1ccc(-c2cccc([N+](=O)[O-])c2)o1 | 40µM* | -8% | -7% | -47% | 70 | ? |

Next results:
SMILES | Sm TGR block | Giardia FBPA inh | AmpC inh detg | AmpC inh no detg | HCMV inh | HCV inhibitor
COc1ccc(C2C(C(=O)NCc3ccccc3)=C(C)Nc3ncnn32)cc1OC (configuration not stated) | -14% | 0% | ? | -9% | -22 | 14%
Cc1ccc(C2=NNC(=O)C(c3ccc(Cl)cc3)C2)cc1 (configuration not stated) | 1% | -4% | 3% | -2% | -24 | -10%
Cc1cc(C)c(OCC(=O)Nc2ccc3c(c2)OCO3)cc1C | -8% | 1% | 3% | -15% | 21 | ?
Cn1c(N)c(C(=O)CSc2nc(C3CC3)n(-c3ccccc3)n2)c(=O)[nH]c1=O | -15% | . | 1% | -7% | -6 | 24%
CCOc1ccccc1C(=O)N/N=C/c1ccoc1 | -10% | . | -3% | -13% | 2 | 8%
CNC(=O)c1nnn(-c2ccccc2)c1C(=O)NC | 6% | 2% | -21% | -7% | 5 | ?
CCOC(=O)C(C)Sc1nc2ccccc2c(=O)n1CC (configuration not stated) | 0% | -1% | ? | -9% | 22 | -4%
COc1cccc(N/C=C(\C#N)c2ccc(OCCCF)cc2)c1 | 1% | -4% | -5% | -33% | 31 | ?
O=C(NN1C(=O)C2C3C=CC(C3)C2C1=O)c1cccc(Cl)c1 (configuration not stated) | -13% | 4% | -13% | -19% | -37 | -11%
COc1ccc(-c2coc3cc(OC(C)=O)c(OC)cc3c2=O)cc1 | . | . | . | 0% | 79 | -11%
Cc1ccccc1NC(=O)Cc1nc(COC(=O)CCC(=O)c2ccccc2)cs1 | -6% | . | -8% | -19% | -7 | 13%
CC(C)NC(=O)NC(=O)CN1c2cccc3cccc(c23)S1(=O)=O | -28% | -17% | -13% | -26% | 3 | -3%
Cn1c(/C(C#N)=C/c2ccc(O)cc2)nc2ccccc21 | 8% | 8% | -10% | -51% | 16 | -11%
CCOC(=O)c1cn2nc(OP(=S)(OCC)OCC)cc2nc1C | 3% | 3% | -13% | 90%[activator] | -29 | -14%
O=C(CSc1nnc(Cc2ccccc2)n1-c1ccccc1)NNC(=O)Cc1ccccc1 | -13% | 17% | -11% | 41% | -22 | 5%
Cc1c(Cl)c(-c2n[nH]c(=S)n2CC(C)C)nn1C | 0% | 0% | ? | -3% | -6 | 28%
Cc1ccccc1Cn1cc(NC(=O)c2cc(-c3cccs3)on2)cn1 | -19% | 5% | 3% | -14% | -24 | -18%
COc1cc(C2NC(=O)NC(C)=C2C(=O)OC(C)(C)C)ccc1OCC(N)=O (configuration not stated) | -21% | 0% | ? | -7% | 19 | -5%
O=C(CCNC(=O)c1ccccc1)NNC(=O)COc1ccccc1Cl | . | . | . | -16% | 11 | 2%
COc1ccccc1C(=O)Nc1cccc(C(=O)OCc2cc(=O)n3nc(C4CC4)sc3n2)c1 | 20% | . | 10% | . | 31 | .
C[C@H](NS(=O)(=O)c1ccc2c(c1)OCCCO2)C(=O)N1CCN(c2ccc(F)cc2)CC1 | -18% | . | -2% | 130%[activator] | -16 | ?
